Bioassay records (PubChem)
H37Rv inhibition: M. tuberculosis growth inhibition, HTS (AID 449762) | M. tuberculosis H37Rv growth inhibition, 7H9 media; higher % means a stronger effect | inhibition, % at 25 µM, or IC50 in µM where a hit was titrated | 330,000 tested, 0.59% active; in the data active = a potency from the dose series; inconclusive = inhibition above about 70% without an active follow-up result;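 note: bacterial growth assessed after seven days of incubation; strong numbers were not always called active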
influenza NS1A: H1N1 influenza NS1A inhibitors, functional cell based assay (AID 504329); NS1A functional cell-based assay, percent inhibition; higher % means a stronger effect; inhibition, % at 12.5 µM; hits with a dose series show IC50 in µM; 340,000 tested, 0.3% active; in the data active = a potency from the dose series; inconclusive = inhibition above about 27% without an active follow-up result; note: strong numbers were not always called active
tuberculosis growth: growth inhibition of non-replicating M. tuberculosis (AID 488890); one-dose inhibition, % at 25 µM; IC50 in µM for titrated hits; 320,000 tested, 0.39% active; Mycobacterium tuberculosis non-replicating, growth inhibition; higher % means a stronger effect; in the data active = a potency from the dose series; inconclusive = inhibition mostly from about 82% at the one dose, without a potency; inactive = the rest, 99 in 100 with inhibition below about 76%;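 note: plate controls were DMSO cells for no effect and high antibiotic wells for full effect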
VEEV TC-83 Vero: inhibitors of VEEV TC-83 cytopathic effect, confirmation, Vero cells (AID 588727). Vero cells, VEEV TC-83 cytopathic effect inhibition; higher % means a stronger effect. inhibition, % at 20 µM; hits with a dose series show IC50 in µM. 350,000 tested, 0.13% active; in the data active = a potency from the dose series; inconclusive = inhibition mostly from about 14% at the one dose, without a potency; inactive = the rest, 99 in 100 with inhibition below about 12%; note: strong numbers were not always called active
Salmonella PhoP GFP: Inhibition of PhoP regulon, Salmonella typhi GFP reporter cells, confirmation, 4 h (AID 1850). inhibition, % at 50 µM; hits with a dose series show IC50 in µM. 310,000 tested, 0.33% active. Salmonella Typhi PhoP-promoter GFP reporter, fluorescence, 4 h; higher % means a stronger effect; in the data active = a potency from the dose series; inconclusive = inhibition mostly from about 25% at the one dose, without a potency; inactive = the rest, 99 in 100 with inhibition below about 19%;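 note: 0% = induced wells with vehicle and 100% = uninduced wells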
VEEV TC-83 Vero 10K pilot screen: also measured in VEEV TC-83 Vero; calls as there; inhibition, %; measured here: 10K pilot screen inhibition
* marks the source's active call; other numbers are inactive results; i = inactive; ? = inconclusive; . = no result given.

SMILES | H37Rv inhibition | influenza NS1A | tuberculosis growth | VEEV TC-83 Vero | Salmonella PhoP GFP | others
O=C(COc1ccc(Br)cc1)NNC(=S)NCc1ccccc1 | 0% | -7% | -17% | 2.3% | 1%
O=C(COC(=O)Cc1cccc(C(F)(F)F)c1)NC(=O)NC1CCCC1 | 9% | 5% | 43% | i | .
O=C(C/C(=N\NC(=O)c1ccccc1Br)C(F)(F)F)c1cccs1 | -6% | -6% | ? | 10% | -7%
O=C(NCCc1ccccc1)Nc1ccc(Cl)cc1 | 3% | -5% | 26% | 0.5% | -1%
CC1(C)CC(NC(=O)c2cc(Cl)ccc2Cl)CC(C)(C)N1 | 3% | -9% | 22% | 1.2% | 0%
CCOc1ccc(NC(=S)N2CCCN(Cc3cc(C)ccc3C)C2)cc1 | 5% | 16% | 64% | i | 9%
CCn1cc(C(=O)O)c(=O)c2cc(Br)ccc21 | 4% | -7% | 9% | 0.9% | 0%
CCCn1cc(CN2CCCC(CNC(=O)c3ccc(F)cc3)C2)c(C)n1 (stereo not drawn) | 3% | 2% | 1% | 0.2% | -1%
CCN(CC)c1ccc(C2NC(=O)c3ccccc3N2)cc1 (stereo not drawn) | . | -5% | . | 3.2% | .
Clc1ccccc1CO/N=C1\CCCc2nonc21 | 7% | 27% | 14% | 1.3% | 11%
CC(=O)N1CCN(CC(=O)Nc2cc(F)ccc2C)CC1 | 0% | -11% | 6% | 0.0% | 6%
Cc1nn(CC(=O)NCCN2CCCCC2C)c(=O)c2cc(-c3ccccc3)nn12 (stereo not drawn) | 5% | -1% | 11% | 4.0% | 5%
CCOc1cc(C(=O)Nc2ccc(NC(C)=O)cc2)ccc1OCC(=O)N1CCCCC1 | -4% | 13% | 4% | 1.3% | -2%
c1csc(-c2nn3cnnc3c3ccccc23)c1 | -5% | -5% | 4% | 0.4% | -2%
CC(C)CNC(=O)C(=O)NCCCN1CCOCC1 | -8% | 7% | 15% | 0.9% | 3%
CCCCn1c(SC(C)C(=O)NCC2CCCO2)nc2cc(C(=O)OC)ccc2c1=O (stereo not drawn) | 70% | 0% | 49% | 7.7% | 0%
Cc1ccc(NS(=O)(=O)c2cccc(C(=O)NCC3CCCO3)c2)cc1 (stereo not drawn) | 1% | -5% | 9% | 0.7% | 1%
Clc1nssc1=Nc1nncs1 | -5% | -4% | . | i | .
Cc1ccc(C2=NN(CC(=O)NCc3ccccn3)C(=O)CC2)cc1 | 2% | -4% | 1% | 0.6% | 6%
Cc1cc(C)c(Cn2cnc(-c3ccc([N+](=O)[O-])cc3)c2)c(C)c1 | 5% | 4% | 11% | 2.2% | -14%
CCOc1ccc(NCc2nc3ccccc3n2CCOc2ccccc2)cc1 | 34% | 28% | ? | i | 1%
CC(C)(C)C1=Nn2c(nnc2-c2ccccn2)SC1 | -1% | 19% | 11% | 2.5% | -16%
Cc1ccc(C(=O)O)cc1NC(=O)CN1C(=O)C2C3c4ccccc4C(Br)(c4ccccc43)C2C1=O (stereo not drawn) | 7% | -10% | -12% | 0.6% | 8%
O=c1nc(-c2ccccc2)c2cc(Cl)ccc2[nH]1 | 8% | -1% | 2% | i | -12%
CCCCc1cc(=O)oc2cc(OCC(=O)N3CCc4ccccc43)ccc12 | 5% | -2% | 9% | 0.5% | -10%
C=CCN(CC=C)C(=O)COC(=O)c1n[nH]c2ccccc12 | 5% | -10% | -9% | 0.8% | -7%
COc1ccc(-c2nc(SCc3ccccc3)n(S(C)(=O)=O)n2)cc1 | 7% | 2% | 18% | 0.5% | 7%
O=C(Nc1cc(Cl)ccc1-n1cncn1)C1CC1 | 6% | -5% | 7% | i | 8%
COc1ccc(C=C(NC(=O)c2ccccc2)C(=O)O)cc1OC | . | -3% | . | i | .
Cc1cc(C)c2c(c1)/C(=N/NC(=O)c1cc(C)oc1C)CCC2 | 4% | 16% | 23% | 0.9% | -3%
O=C(O)CNC(=O)c1ccc(S(=O)(=O)N2CCOCC2)cc1 | -3% | -4% | 4% | i | -7%
COc1ccc(/C=C2\SC(=S)N(CCC(=O)Nc3ccccn3)C2=O)cc1OC | 7% | -4% | 0% | 3.5% | 12%
O=C1C=C(c2cccc(Cl)c2)C[C@@H](c2ccc(F)cc2)C1 | 4% | -3% | 30% | 0.5% | .
CCN=C(Nc1ccc2c(c1)OCO2)SC1CC(=O)N(c2ccccc2F)C1=O (stereo not drawn) | 6% | -2% | 5% | i | -10% | VEEV TC-83 Vero 10K pilot screen=1.3
NC(=O)c1c(NC(=O)c2ccc(N3C(=O)CCC3=O)cc2)sc2c1CCCC2 | -11% | 1% | -5% | 9.1% | .
Cc1cccc(Nc2cc(C)c3c(O)cccc3n2)c1C | 31% | 14% | . | 32% | 17µM*

3 entries already listed, sorted by molecular weight, low to high.
SMILES | H37Rv inhibition | influenza NS1A | tuberculosis growth | VEEV TC-83 Vero | Salmonella PhoP GFP | others
COc1ccc(C=C(NC(=O)c2ccccc2)C(=O)O)cc1OC | . | -3% | . | i | .
COc1ccc(-c2nc(SCc3ccccc3)n(S(C)(=O)=O)n2)cc1 | 7% | 2% | 18% | 0.5% | 7%
CCCCc1cc(=O)oc2cc(OCC(=O)N3CCc4ccccc43)ccc12 | 5% | -2% | 9% | 0.5% | -10%

(listing goes on)
SMILES | H37Rv inhibition | influenza NS1A | tuberculosis growth | VEEV TC-83 Vero | Salmonella PhoP GFP | others
CCN(CC(=O)Nc1cc(Cl)ccc1C)C(=O)CCOc1ccc(C)cc1 | ? | -8% | -7% | 1.0% | -6%
COc1ccc(NC(=O)NCCCCc2ccccc2)cc1OC | -3% | 12% | 4% | 1.1% | -9%
Cc1nn(Cc2ccccc2)c(C)c1C(=O)OCC(=O)c1cc(C)n(CC(F)(F)F)c1C | 12µM* | 4% | 36% | 5.3% | -3% | VEEV TC-83 Vero 10K pilot screen=4.5
Cc1cc(NC(=O)CCl)no1 | 1.3µM* | 2% | ? | 1.3% | 7%
CC1CCN(c2ccc(N3C(=O)C4CCCCC4C3=O)cc2[N+](=O)[O-])CC1 (stereo not drawn) | -4% | -2% | -4% | 2.7% | -16%
Cc1nc2ccc(Nc3ccncc3)cc2s1 | 5% | -23% | -14% | 3.4% | -2%
NC(=O)C1CCN(c2oc(-c3cccs3)nc2S(=O)(=O)c2ccc(Br)cc2)CC1 | 9% | -9% | 12% | 5.0% | .
CCc1cc(C(=O)Nc2ncccc2O)sc1C | 6% | -11% | 70% | 3.4% | -9%
Cc1cc(C(=O)COC(=O)CNC(=O)c2ccc(F)cc2)c(C)n1Cc1ccco1 | 0% | 6% | 3% | 1.4% | 1%
CC(=O)N(c1ccc(N(C(C)=O)S(=O)(=O)c2ccccc2)cc1)S(=O)(=O)c1ccccc1 | 6% | -11% | -8% | i | -5%
Cc1cc(C(=O)NCc2ccc(Cl)cc2)n(-c2ccccc2)n1 | 0% | -8% | 4% | 1.2% | 6%
COc1ccc(-c2cc(=O)oc3cc(OC(C)C(=O)NCCCn4ccnc4)ccc23)cc1 (stereo not drawn) | 3% | 0% | 29% | 1.8% | 6%

Compounds above with a COOH group, in the order listed:
SMILES | H37Rv inhibition | influenza NS1A | tuberculosis growth | VEEV TC-83 Vero | Salmonella PhoP GFP | others
CCn1cc(C(=O)O)c(=O)c2cc(Br)ccc21 | 4% | -7% | 9% | 0.9% | 0%
Cc1ccc(C(=O)O)cc1NC(=O)CN1C(=O)C2C3c4ccccc4C(Br)(c4ccccc43)C2C1=O (stereo not drawn) | 7% | -10% | -12% | 0.6% | 8%
COc1ccc(C=C(NC(=O)c2ccccc2)C(=O)O)cc1OC | . | -3% | . | i | .
O=C(O)CNC(=O)c1ccc(S(=O)(=O)N2CCOCC2)cc1 | -3% | -4% | 4% | i | -7%

Later entries
SMILES | H37Rv inhibition | influenza NS1A | tuberculosis growth | VEEV TC-83 Vero | Salmonella PhoP GFP | others
CC(C(=O)Nc1ccc(C#N)cc1)N(C)CC(=O)Nc1cccc(F)c1 (stereo not drawn) | 10% | 2% | 11% | 0.1% | -1%
CC1CCN(S(=O)(=O)c2ccc3[nH]c(=O)[nH]c3c2)CC1 | 15% | 2% | -13% | 1.1% | 8%
O=C(C1CCCN(S(=O)(=O)c2ccc(F)cc2)C1)N1CCCCC1 (stereo not drawn) | 2% | 0% | -8% | i | -19%
COc1ccccc1C1N=C(c2ccccc2C)NO1 (stereo not drawn) | 4% | -4% | 3% | 3.7% | 10%
Cc1ccc2nc(-c3ccncc3)cc(C(=O)NCCc3ccc(F)cc3)c2c1 | -8% | -2% | -12% | 1.0% | 3%
CCOc1ccc(C2=C(C=Nc3c(C)n(C)n(-c4ccccc4)c3=O)C(c3ccc(F)cc3)c3ccccc3O2)cc1 (stereo not drawn) | 6% | 12% | 5% | i | -3%
Cc1cccc(C)c1NC(=O)CSc1ncnc2[nH]ncc12 | 2% | -13% | -3% | 1.2% | .
S=C(Nc1ccc(Nc2ccccc2)cc1)N1CCN(c2ncccn2)CC1 | 3% | -2% | -8% | 1.4% | 7%
Cc1ccc(N)c(C(=O)c2ccccc2)c1 | -6% | 0% | -5% | 0.5% | 6%
O=S(=O)(c1cccc2cccnc12)N1CCN(c2ccccn2)CC1 | -3% | -1% | -7% | 1.7% | 7%
O=C(Nc1c(C(=O)N2CCC(N3CCCCC3)CC2)oc2ccccc12)c1ccc(F)cc1 | 7% | 0% | -6% | i | 10%
COc1ccc(OC2CCN(S(=O)(=O)c3ccc(OC)c(OC)c3)CC2)cc1 | 3% | 6% | -21% | i | 7%
CC(C)(C)c1ccc(OCC(=O)NC2CCS(=O)(=O)C2)cc1 (stereo not drawn) | -2% | -13% | 9% | 2.4% | 1%
CC(OC(=O)c1nc(Cl)ccc1Cl)C(=O)NC1CCCCC1C (stereo not drawn) | -14% | -7% | -3% | 0.4% | .
O=C(CSc1cccc(C(F)(F)F)c1)N1CCN(S(=O)(=O)c2ccccc2)CC1 | 0% | -5% | 17% | 0.4% | 3%
COc1cccc(-c2nnc(SCc3ccccn3)n2C)c1 | 2% | 3% | -10% | 0.3% | -7%
CCCCC(Nc1ncnc2ccccc12)C(=O)O (stereo not drawn) | -6% | -4% | -9% | 1.7% | 1%
O=C(NN1C(=O)/C(=C/C=C/c2ccco2)SC1=S)c1ccccc1O | 7% | 7% | -16% | i | -2%
CCOC(CNc1ncnc2sc(-c3ccccc3)cc12)OCC | 52% | -21% | 25% | 4.3% | -7%
COc1ccc(Cl)cc1N(CC(=O)Nc1ccc2c(c1)OCO2)S(C)(=O)=O | 0% | 7% | 37% | 5.4% | 7% | VEEV TC-83 Vero 10K pilot screen=4.3
O=C(O)c1ccc2cccnc2n1 | 4% | -4% | 0% | 1.2% | 1%
Cc1cc(C)c(S(=O)(=O)c2c(C)cccc2C)c(Cl)n1 | 0% | 15% | 25% | i | -8%
O=C(Nc1ccccc1C(=O)O)c1ccc(N2C(=O)C3CC=CCC3C2=O)cc1 (stereo not drawn) | -4% | -3% | -12% | 0.1% | -3%
Cc1ccccc1NC(=O)N1C2CCCC1CC(NC(=O)C1CC1)C2 (stereo not drawn) | . | -5% | -10% | 6.1% | -10%
O=S(=O)(Nc1cccc2cccnc12)c1ccc(S(=O)(=O)N2CCCC2)cc1 | 66% | -5% | ? | 1.3% | 14%
Cc1cc(C)cc(NC(=O)c2cnn(-c3ccccc3)c2C2CCNCC2)c1 | 1% | 6% | -3% | 1.0% | -3%
CC(C)n1nc(C(=O)Nc2ccccc2N2CCOCC2)c2ccccc2c1=O | 6% | 5% | 6% | 0.7% | 3%
CCN(CC)CCNc1nc(-c2ccco2)c2c(c1C#N)CC(C)(C)OC2 | 2% | 1% | 31% | 0.5% | 1%
O=C(NNC(=O)c1ccccc1F)c1cccc(Cl)c1 | -2% | 5% | 2% | 0.4% | -5% | VEEV TC-83 Vero 10K pilot screen=1.3
O=S(=O)(c1ccccc1F)N1CCc2ccccc2C1 | 2% | -3% | 11% | 0.1% | 0%
COc1ccc(/C=C/C(=O)CC(O)(c2ccccc2)C(F)(F)F)cc1 (stereo not drawn) | 36% | 7% | 78% | ? | 4%
Cc1ccccc1CC1(CO)CCCN(Cc2ccc3c(c2)OCCO3)C1 (stereo not drawn) | 0% | 2% | 24% | 0.1% | -2%
Cc1cc(Cl)c(O)c(-n2nc3ccccc3n2)c1 | -2% | -4% | -8% | 0.8% | 5%
CCNc1nc(Cl)nc(N(NC(C)=O)C(C)C)n1 | -12% | -1% | 0% | 1.1% | -1%
CCOC(=O)C1CCN(C(c2cccc(F)c2)c2sc3nc(C)nn3c2O)CC1 (stereo not drawn) | -4% | 2% | 10% | 1.5% | -3% | VEEV TC-83 Vero 10K pilot screen=0.6
COc1cc(CCC(=O)Nc2nnc(C)s2)cc(OC)c1OC | -2% | 13% | -11% | i | 10%
